hcGAS lum: inhibitors of human cGAS; Q8N884; recombinant h-cGAS, ATP depletion, Kinase-Glo luminescence; inhibition, % at 12.5 µM; hit rate 0.081% among 290,000; AID 1259398;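 further: 0% = vehicle reaction and 100% = reaction without DNA for no activity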
Target sequence (Q8N884 whole entry, looked up): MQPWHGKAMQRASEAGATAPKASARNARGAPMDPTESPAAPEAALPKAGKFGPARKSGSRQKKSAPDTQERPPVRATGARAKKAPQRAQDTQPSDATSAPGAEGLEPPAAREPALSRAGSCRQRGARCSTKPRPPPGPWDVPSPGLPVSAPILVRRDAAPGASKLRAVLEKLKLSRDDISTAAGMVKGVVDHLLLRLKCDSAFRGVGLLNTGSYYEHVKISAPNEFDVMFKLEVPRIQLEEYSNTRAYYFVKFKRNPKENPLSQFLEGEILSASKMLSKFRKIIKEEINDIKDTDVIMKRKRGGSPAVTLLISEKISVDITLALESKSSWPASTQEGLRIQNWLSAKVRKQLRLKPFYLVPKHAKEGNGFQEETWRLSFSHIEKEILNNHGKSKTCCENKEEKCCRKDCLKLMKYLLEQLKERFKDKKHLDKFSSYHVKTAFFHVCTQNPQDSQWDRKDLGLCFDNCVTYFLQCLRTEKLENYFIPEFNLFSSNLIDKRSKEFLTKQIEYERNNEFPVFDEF
NPYLR7 ag: activates Aedes aegypti NPYLR7 receptor | HEK293T NPYLR7/Galpha15, GCaMP6s calcium fluorescence | activation, % at 10 µM | hit rate 0.15% among 270,000; in the data active means activation above about 40%;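 further: 0% = vehicle and 100% = reference agonist at the receptor; some compounds past the cut are filed as inactive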
mcGAS inh: mouse cGAS inhibition by luminescence; inhibition, % at 12.5 µM; hit rate 0.15% among 160,000; recombinant cGAS, Kinase-Glo ATP depletion luminescence;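 further: 0% = negative control wells and 100% = reference inhibitor with no enzyme activity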
* hit, by the source's call; . = no result given; & = joins results of further samples. Unless noted, no stated cut-off is given here; in the data, active means inhibition above about 40%; inactive means the rest. Rows are unselected (roughly 0.26% active in at least one column).

SMILES | hcGAS lum | NPYLR7 ag | mcGAS inh
Cc1cccc(CNC(=O)N2CC(C)(C)SC23C(=O)N(Cc2ccc(F)cc2)c2ccccc23)c1 (stereo not drawn) | -2.1 | 8.3 | -5.6
Cc1cccc(-c2cnc(-c3ccncc3)nc2C2CCN(C(=O)c3cc(CC(C)C)on3)CC2)c1 | -7.9 | 21.2 | -13.0
CCN(CC1CN(Cc2ccn(C)c(=O)c2)CCO1)c1cccnn1 (stereo not drawn) | -6.7 | 7.1 | .
COc1ccccc1OCc1nc(C(=O)NCc2ccco2)cs1 | -4.2 | 3.9 | -3.9
CCCCN(C)c1c(N2CCN(C(=O)OCC)CC2)c(=O)c1=O | -8.5 | 2.4 | -6.2
CN(C(=O)Cn1cnc2c(nnn2C)c1=O)c1ccccc1 | 4.8 | 1.4 | .
Cn1nc(CNC(=O)C2CCCN(C(N)=O)C2)c2c(Cl)cccc21 (stereo not drawn) | -7.2&-0.1 | 10.0&1.9 | .
COc1ccc(C(CC(=O)O)NC(=O)c2ccc(C)nc2)cc1OC (stereo not drawn) | -4.7 | 0.1 | .
CCN(CC(=O)c1c(C)c(C(=O)OC)n(CC)c1C)C(=O)c1ccc(OC)cc1OC | -5.6 | -6.7 | -5.3
Cc1ccc(Cl)c(C(=O)N2CCc3c(sc4[nH]c(=O)n(C5CCCCC5)c(=O)c34)C2)c1 | -1.9 | 4.2 | -3.8
CC(C)C(NC(=O)Cn1cnc2ccccc2c1=O)c1ccc(Cl)cc1 (stereo not drawn) | -3.6 | 4.4 | .
COc1ccccc1NC(=O)c1c(N)c(C(=O)c2ccc3c(c2)CCCC3)n2ccccc12 | -5.5 | -1.6 | -5.8
CCCn1cc(NCc2ccc(F)cc2)cn1 | -12.1 | 15.0 | .
O=C(Nc1cccc(C2OC(=O)N(Cc3ccc(F)cc3)C2C(=O)O)c1)c1ccccc1 (stereo not drawn) | -4.7 | 18.5 | .
O=C(NCc1cnc2c(c1)CCC2)c1cnnn1-c1ccccc1 | 0.0 | 10.2 | .
COc1ccccc1C(=O)N1CCN(C(C(=O)NCc2ccc(F)cc2)C2CCCC2)CC1 (stereo not drawn) | -1.3 | -8.4 | -0.6
COc1ccc(OC)c(C2SC(C)C(=O)N2CC2CCN(C(=O)c3ccc(F)cc3)CC2)c1 (stereo not drawn) | -0.1 | 5.9 | -4.6
CC(NC(=O)/C=C/c1cnccn1)c1cccc(N2CCCC2=O)c1 (stereo not drawn) | -3.5 | 0.9 | .
O=C(O)c1ccccc1CN1CCCC(c2ccc(Cl)cc2)C1 (stereo not drawn) | -6.1 | 3.7 | .
CN1CCc2c(sc3c2C(=O)NC(/C=C/c2ccco2)N3)C1 (stereo not drawn) | -7.8 | 15.3 | -4.2
Cc1nc2cc(C(=O)N3CCCC(CO)(Cc4ccccc4)C3)ccc2n1-c1ccccc1 (stereo not drawn) | -6.4&-3.7 | 6.6&12.5 | -12.7&-3.9
NC1CC(=O)N(CCc2cccc(Cl)c2)C1 (stereo not drawn) | -9.4 | 4.7 | .
CCN(Cc1ccc2c(c1)OCO2)C(=O)CN1C(=O)NC2(CCOc3ccccc32)C1=O (stereo not drawn) | -3.3 | -8.2 | -1.3
CCC(C)(NCC(=O)N(c1ccccc1)C(C)C)c1nc(C)cs1 (stereo not drawn) | -4.8 | 5.9 | .
CC(C)CNC(=O)c1csc(CN(CC(C)C)C(=O)C(Cl)c2ccccc2)n1 (stereo not drawn) | -3.3 | 10.1 | -5.6
Cc1cnc(CNC(=O)c2cc(C3CC3)[nH]n2)cn1 | -4.6 | 6.2 | .
O=C(c1cc(C2CC2)[nH]n1)N1CCN(Cc2ccccc2CO)CC1 | -10.5 | 8.5 | -12.0
Cc1nc2c(OCC3CCCCO3)cccn2c1N(C)Cc1cccs1 (stereo not drawn) | -3.1 | 10.9 | -2.7
Cc1ccc(S(=O)(=O)N2CCN(C(=O)Cn3nnc(-c4ccc(C(C)C)cc4)n3)CC2)cc1 | 6.2 | -4.0 | .
Cc1c(NC(=O)c2cc(-c3cccs3)nc3c2cnn3C(C)C)cccc1[N+](=O)[O-] | -0.7 | 4.7 | .
CN(C)C(C)(C)CNC(=O)C1=NN(Cc2ccc(F)cc2)C(=O)CC1 | -3.8 | 0.5 | .
CCc1nc(C)sc1CNC(=O)CSCc1ccccc1Cl | -3.9 | 13.2 | -17.8
N#Cc1ccc(COc2ncc([N+](=O)[O-])cc2C#N)cc1 | 0.0 | -0.3 | .
Cc1cccc(N(CCCN2C(=O)c3cccc4cccc(c34)C2=O)C(=O)c2cccs2)c1 | -3.4 | -1.4 | -4.7
Cc1cc(O)c(C(c2cccc(Cl)c2)N2CCN(C)CC2)c(=O)n1Cc1cccnc1 (stereo not drawn) | -9.3 | 7.8 | .
CC1CCC(NC(=O)c2ccc(OCc3cccnc3)cc2)CC1 (stereo not drawn) | -13.7 | 1.0 | -4.9
COc1ccc(OCc2nc(CSc3cc(OC)ccc3OC)cs2)cc1 | -6.5 | 23.8 | -5.4
NC(=O)NC(=O)COC(=O)c1ccc2ccccc2c1 | -6.4 | 2.6 | -7.9
CC1(C(=O)NS(=O)(=O)c2ccc(C#N)cc2)CCN1C(=O)CC1CC1 (stereo not drawn) | 2.7 | 3.7 | .
Cc1c(Br)c(C(F)(F)F)nn1CC(=O)NC(C)C1CC2CCC1C2 (stereo not drawn) | -5.1 | -1.3 | .
Cc1ccc(N2CCN(C(=O)c3ccc(Cl)cc3Cl)C(C)C2=O)cc1Cl (stereo not drawn) | -2.5 | 4.8 | -2.7
N#Cc1ccc(NC(=O)N2CCC3(CC2)C(=O)N(CC(=O)NCC2CCCO2)CN3c2ccccc2)cc1 (stereo not drawn) | -3.5 | -1.0 | -4.6
COc1ccc(C(CC(=O)NCCc2ccc(Cl)cc2Cl)c2cn(C)c3ccccc23)cc1OC (stereo not drawn) | -4.5 | -2.3 | -2.8
CCN(C)c1nc(-c2ccccc2)nc2c1CN(C(=O)Nc1ccccc1Br)CC2 | -1.9 | 19.4 | -5.3
O=C(NCc1cccnc1)c1coc(CN(Cc2cccc(Cl)c2)Cc2cccc(C(F)(F)F)c2)n1 | -2.3 | 20.0 | -4.1
Cc1cc(C)n(CC(C)Nc2ncc(C)c(N(C)C)n2)n1 (stereo not drawn) | -6.4 | 2.8 | .
COc1ccccc1CC(=O)N1CCC(n2nccc2NC(=O)c2ccccc2C)CC1 | -2.8 | 5.5 | -5.5
CNc1ccnc(-c2ccc(O)cc2)n1 | 0.3 | -2.7 | .
CN1CCN(C(=O)c2nn3c(C(F)(F)F)cc(-c4cccs4)nc3c2Cl)CC1 | -1.1 | -2.6 | -3.2
Cc1cc(Cl)ccc1N1C(=O)/C(=C\c2ccc(S(C)(=O)=O)cc2)N(C)C1=S | -6.9 | 23.1 | 3.4

Next section:
SMILES | hcGAS lum | NPYLR7 ag | mcGAS inh
CN(C)S(=O)(=O)NCc1nnnn1-c1ccc(Cl)cc1 | -6.3 | 1.2 | -8.8
COCC(=O)N1CCC(n2nccc2NC(=O)c2ccccc2OC)CC1 | -5.5 | -0.5 | -5.2
COc1ccc(C2=NN(C(=O)C34CC5CC(CC(C5)C3)C4)C(c3ccc(OC)cc3)C2)cc1 (stereo not drawn) | 7.0 | -8.5 | 0.1
Cc1nc2cc(Cl)ccc2cc1C(=O)NC(C)C | 3.4&-12.3 | 13.1&1.6 | .
CCCC(=O)N1CCC(N2CCC(c3ccncc3)CC2)CC1 | -0.9 | 5.5 | -7.3
COc1ccc(C(=O)COC(=O)c2cc(OC)c(O)c(OC)c2)cc1 | 1.2 | -4.7 | -4.5
Cc1ccc(OC2CCN(C(=O)C3CCC(=O)N(CCN4CCOCC4)C3)CC2)cc1 (stereo not drawn) | -1.6 | 10.1 | .
Cc1ccc(NC(=O)C2CCN(C(=O)NC(C)C)CC2)c(Br)c1 | -2.3 | 2.2 | .
O=C(O)c1c(F)ccc(OC(F)F)c1F | -7.2 | -6.0 | -17.4
CC(C)c1cc(C(=O)Nc2ccnn2Cc2cccc(Cl)c2)on1 | -3.3 | 1.2 | -11.8

Nothing new here: an excerpt of the list.
SMILES | hcGAS lum | NPYLR7 ag | mcGAS inh
CN1CCN(C(=O)c2nn3c(C(F)(F)F)cc(-c4cccs4)nc3c2Cl)CC1 | -1.1 | -2.6 | -3.2
Cc1cc(Cl)ccc1N1C(=O)/C(=C\c2ccc(S(C)(=O)=O)cc2)N(C)C1=S | -6.9 | 23.1 | 3.4
CN(C)S(=O)(=O)NCc1nnnn1-c1ccc(Cl)cc1 | -6.3 | 1.2 | -8.8
COCC(=O)N1CCC(n2nccc2NC(=O)c2ccccc2OC)CC1 | -5.5 | -0.5 | -5.2
COc1ccc(C2=NN(C(=O)C34CC5CC(CC(C5)C3)C4)C(c3ccc(OC)cc3)C2)cc1 (stereo not drawn) | 7.0 | -8.5 | 0.1
Cc1nc2cc(Cl)ccc2cc1C(=O)NC(C)C | 3.4&-12.3 | 13.1&1.6 | .
CCCC(=O)N1CCC(N2CCC(c3ccncc3)CC2)CC1 | -0.9 | 5.5 | -7.3
COc1ccc(C(=O)COC(=O)c2cc(OC)c(O)c(OC)c2)cc1 | 1.2 | -4.7 | -4.5
Cc1ccc(OC2CCN(C(=O)C3CCC(=O)N(CCN4CCOCC4)C3)CC2)cc1 (stereo not drawn) | -1.6 | 10.1 | .
Cc1ccc(NC(=O)C2CCN(C(=O)NC(C)C)CC2)c(Br)c1 | -2.3 | 2.2 | .
O=C(O)c1c(F)ccc(OC(F)F)c1F | -7.2 | -6.0 | -17.4

Later entries
SMILES | hcGAS lum | NPYLR7 ag | mcGAS inh
COCCCNC(=O)c1cc(-c2cccc(OC)c2)nc2cc(C(C)(C)C)nn12 | -5.1 | 11.0 | -5.6
CSCc1c(C(=O)N2CCC(C(N)=O)CC2)oc2ccccc12 | -9.2 | 8.4 | -7.6
CCOC(=O)C1CCN(C(=O)c2ccc(CSc3nc(N(C)CCc4ccc(OC)c(OC)c4)cc(C(C)(C)C)n3)o2)CC1 | 4.3 | -4.9 | 0.6
O=C(CCCn1nc(-c2ccc(F)cc2)ccc1=O)Nc1ccccc1C(F)(F)F | -5.6 | 4.8 | -7.3
COc1ccc(OC)c(C=NNC(=O)C(F)(F)C2(F)OC(F)(F)C(F)(F)C2(F)F)c1 (stereo not drawn) | -6.3 | -0.8 | .
CCc1cccc2c(C(CC(=O)NCc3ccc4c(c3)OCO4)c3cccc(OC)c3OC)c[nH]c12 (stereo not drawn) | -2.8 | 3.6 | -7.0
CCc1ncc(C(=O)N(Cc2cccnc2)Cc2cccnc2)cn1 | 2.9 | 1.3 | .
CCNC(=O)[C@@H]1C[C@@H](N)CN1C(=O)c1ccc(-n2ccnc2)cc1 | -4.8 | 22.1 | -17.5
COc1ccc(-c2cccc(-n3cncc3C(=O)NCC3COC(C)(C)O3)c2)cc1OC (stereo not drawn) | 3.3 | 15.3 | -5.2
COc1cc(CCNC(=O)CC(C)C)c([N+](=O)[O-])cc1OC | -5.2 | -5.0 | .
CC(=O)c1ccc(NC(=O)CSc2nc(-c3ccccc3)nc3c2c(=O)n(C)c(=O)n3C)cc1 | 0.9 | 7.7 | .
CC(C)C(=O)Nc1ccc(N(C)C)c(CN(C(C)C)S(C)(=O)=O)c1 | -4.6 | -3.6 | -7.1
COc1cc2c(cc1OC)-c1nnc(-c3ccco3)n1C1(CCCC1)C2 | -14.5 | -0.2 | .
O=C1c2cccc([N+](=O)[O-])c2C(=O)c2cccc([N+](=O)[O-])c21 | -1.4 | -8.2 | 5.0
CC(=O)N1CCCc2cc(S(=O)(=O)Nc3ccc(S(=O)(=O)NC4CC4)cc3)ccc21 | -1.3 | 3.1 | .
CC1CN(c2ccc(NC(=O)C3CCCN(C(=O)C(C)(C)C)C3)cn2)CC(C)O1 (stereo not drawn) | -8.5 | 11.6 | .
COc1ccc(NC(=O)C2CC(c3ccccc3)CN(C(=O)Nc3ccc(F)cc3F)C2)cc1OC (stereo not drawn) | -7.3 | . | -3.2
CNc1ncccc1C(=O)N(C)Cc1[nH]c2ccccc2c1C | -6.8 | 28.4 | -11.4
Cc1cnc(NC(C)Cc2cccnc2)nc1N(C)C (stereo not drawn) | -6.8 | 5.7 | .
CCC(O)CN(CCOC)Cc1cccn1Cc1ccc(F)cc1 (stereo not drawn) | -9.2 | -4.5 | -4.5
Cc1ncc(CNC(=O)N2CCC(C(C)C)CC2)s1 | -3.7 | 1.7 | .
CCOC(=O)c1ccc(NC(=O)CSc2nnc(NC(=O)c3ccco3)s2)cc1 | 4.4 | 6.8 | 2.4
CC1CCN(c2ccc(NC(=O)C3CCC3)cc2C(=O)NCCc2ccccc2)CC1 | -0.5 | 18.4 | -4.4
COc1cc(C)c([C@@H]2C[C@H](NC(C)=O)C[C@H](Cc3ccccc3)O2)cc1C | -1.7 | 1.5 | .
C=CCn1c(SCc2ccc(Cl)c(Cl)c2)nnc1-c1ccccc1F | -6.5 | 14.7 | -4.3
COc1ccc(/C=C2/NC(=S)NC2=O)cc1O | 10.5 | 0.5 | -3.4
Cc1ccc(-c2noc(CSc3nnc(-c4ccco4)n3C)n2)cc1 | -6.4 | 0.9 | .
CC[C@@H]1Cc2cc(O)ccc2C2=C1c1ccc(O)cc1C[C@H]2CC | 1.5 | -1.8 | -0.8
CC(=O)Oc1c(-c2ccc(N)cc2)c(-c2ccc3c(c2)OCO3)nn1-c1cccc(C)c1 | -2.2 | 3.9 | .
O=C(/C=C/c1ccncc1)NC1CCCN(Cc2ccc(Cl)cc2)C1 (stereo not drawn) | -5.7 | -3.7 | -6.4
Cc1ncc(CN(C)C(C)c2ccccn2)[nH]1 (stereo not drawn) | -9.5 | 11.4 | .
CN(Cc1ccno1)C(=O)c1ccccc1C1CCNC1 (stereo not drawn) | 0.3 | 4.6 | .
Cc1cn2c3c(=O)n(Cc4ccc(F)cc4)c(=O)n(C)c3nc2n1CCN(C)C | -4.7 | -1.7 | .
